From PubChem BioAssay
LGR2 antag: blocks bursicon-induced cAMP signaling via Drosophila LGR2 | HEK293 LGR2, CRE-luciferase, bursicon-stimulated, 4 h | inhibition, % at 9.99 µM | 380,000 tested, 0.35% active | AID 720647;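 active means drop in luminescence signal, shown as inhibition above about 50% in the replicate tests, limit read from the data, passing the limit was not always enough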;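 further: agonist challenge used bursicon conditioned medium at about half maximal strength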
esBAF inh: blocks esBAF chromatin remodeling in mouse ES cells. Bmi1-luciferase knock-in reporter, 24 h; 100% = twice the neutral-well signal. reporter increase, % at 12.5 µM. 350,000 tested, 2% active; in the data active means activation above about 40%;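 further: 0% = median of the plate's neutral control wells and 100% = double that signal; a rise in the Bmi1 reporter signal indicates esBAF inhibition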
SIRT5 inh: sirtuin-5 (human) deacylase inhibition; inhibition, % at 15 µM; Purified SirT5, succinyl-peptide AMC, trypsin-coupled fluorescence; 330,000 tested, 1.1% active; Q9NXA8; in the data active means inhibition above about 15%
Target sequence (Q9NXA8 whole entry, looked up): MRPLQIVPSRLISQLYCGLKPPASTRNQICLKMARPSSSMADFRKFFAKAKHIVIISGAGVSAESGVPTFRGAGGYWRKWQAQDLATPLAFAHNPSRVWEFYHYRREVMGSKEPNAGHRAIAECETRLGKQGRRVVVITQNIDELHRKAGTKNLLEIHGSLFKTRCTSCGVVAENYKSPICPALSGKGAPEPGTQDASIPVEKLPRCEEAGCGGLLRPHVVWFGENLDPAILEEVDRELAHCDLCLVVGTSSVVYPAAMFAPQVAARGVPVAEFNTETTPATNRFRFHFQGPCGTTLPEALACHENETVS
CASP6 VEID inh: caspase-6 (human) enzyme inhibition; P55212; purified caspase-6, Z-VEID-R110 cleavage fluorescence; inhibition, % at 12.5 µM; 350,000 tested, 0.53% active;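 active means mean inhibition across replicates at least about 35%, with every replicate also reaching that limit, limit read from the data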;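 further: 0% = median of neutral control wells and 100% = no fluorescence left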
Target sequence (P55212 24-179 limits assumed): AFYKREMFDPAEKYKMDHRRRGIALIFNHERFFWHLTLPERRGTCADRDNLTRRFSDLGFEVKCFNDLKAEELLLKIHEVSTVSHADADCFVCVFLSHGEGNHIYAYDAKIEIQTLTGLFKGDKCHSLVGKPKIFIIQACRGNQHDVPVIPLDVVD
Target sequence (P55212 194-293 limits assumed): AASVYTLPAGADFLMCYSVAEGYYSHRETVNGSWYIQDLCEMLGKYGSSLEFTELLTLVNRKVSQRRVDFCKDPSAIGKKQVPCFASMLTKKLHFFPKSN
FN deposit inh: fibronectin deposition inhibition. AH1F fibroblasts, Alexa488-fibronectin deposition fluorescence, overnight. inhibition, % at 12.6 µM. 350,000 tested, 0.086% active. AID 743247;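 active means mean inhibition across replicates of 30% or more, regardless of how many single replicates reach that level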;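 further: positive control wells lacked labelled fibronectin entirely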
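Material: AH1F fibroblast monolayer depositing Alexa488-labelled fibronectin into matrix / Amount: 10000 AH1F cells per well / Signal: fluorescence 485/525 nm / Medium: DMEM, 2% serum / Compound: single dose, pinned / Incubation: 1 h cell adhesion before compound, then overnight fibronectin incubation / Reagent: Alexa488-FN, 24 nM final / Read-out: inhibition of fibronectin deposition signal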
S100A4 inh HTS: blocks human S100A4 binding to myosin IIA peptide; P26447; S100A4/TAMRA-MyoIIA peptide fluorescence polarization; inhibition, % at 10.7 µM; 360,000 tested, 0.14% active; AID 652163;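 active means mean inhibition of at least 70% across replicates, with every replicate also reaching that level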
Target sequence (P26447 whole entry, looked up): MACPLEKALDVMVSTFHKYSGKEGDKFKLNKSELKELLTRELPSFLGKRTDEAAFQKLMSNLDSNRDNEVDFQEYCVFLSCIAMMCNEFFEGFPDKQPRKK
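Test system: S100A4 monomer protein; Medium: HEPES pH 7.2 with CaCl2, KCl, NaCl, DTT, Triton; Probe or stimulus: TAMRA-labelled myosin IIA heavy-chain peptide probe, 5 nM; Doses: one dose per compound; Times: polarization read 5 min after assay mix addition, stable 5–60 min; Benchmarks: neutral control DMSO, positive control TFP.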
Statin myotox sup: protects C2C12 myotubes from simvastatin toxicity; ATP luminescence, 48 h; scaled: DMSO 0, geranylgeraniol control 100; rescue of ATP level, % at 7.49 µM; 330,000 tested, 0.78% active; AID 602340;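 active means mean ATP rescue above about 67%, or every replicate alone reaching that limit, limit read from the data, passing the limit was not always enough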;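 further: myotubes were challenged with 10 µM simvastatin during compound exposure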
The depositor's hits bear a star.

A first look:
`COc1ccc(OCC(O)CNC2CCCC2)cc1` (stereo not given) gave LGR2 antag 0.8, esBAF inh -0.6, SIRT5 inh -2.0, CASP6 VEID inh -1.0, FN deposit inh -7.3, S100A4 inh HTS -2.3 and Statin myotox sup 0.2.
For N#CC/C(N)=N/Nc1nc2ccccc2nc1Cc1ccccc1 the results were LGR2 antag 0.6, esBAF inh -5.3, SIRT5 inh -3.0, CASP6 VEID inh 1.2, FN deposit inh -8.5, S100A4 inh HTS -7.4 and Statin myotox sup -34.4.
C=CCOc1c(CNc2ccc(C(=O)O)cc2)cccc1OCC was read as esBAF inh 43.8*, FN deposit inh -8.2 and Statin myotox sup -11.3.

All compounds of this part, from the start:
`COc1ccc(OCC(O)CNC2CCCC2)cc1` (stereo not given) gave LGR2 antag 0.8, esBAF inh -0.6, SIRT5 inh -2.0, CASP6 VEID inh -1.0, FN deposit inh -7.3, S100A4 inh HTS -2.3 and Statin myotox sup 0.2.
For N#CC/C(N)=N/Nc1nc2ccccc2nc1Cc1ccccc1 the results were LGR2 antag 0.6, esBAF inh -5.3, SIRT5 inh -3.0, CASP6 VEID inh 1.2, FN deposit inh -8.5, S100A4 inh HTS -7.4 and Statin myotox sup -34.4.
C=CCOc1c(CNc2ccc(C(=O)O)cc2)cccc1OCC was read as esBAF inh 43.8*, FN deposit inh -8.2 and Statin myotox sup -11.3.
For CCCN1CCN(C(=O)c2cn(CC(C)C)c(=O)c3cc(OC)c(OC)cc23)CC1 the results were esBAF inh 15.4, FN deposit inh 4.5 and Statin myotox sup -2.3.
Nc1nc(SCc2ccc(Cl)cc2)[nH]c(=O)c1-c1ccccc1 was read as esBAF inh 5.0, FN deposit inh 2.2 and Statin myotox sup 15.7.
Screening CCOc1ccc(N2C(=O)CC(NCc3ccc(S(N)(=O)=O)cc3)C2=O)cc1 (stereo not given) returned LGR2 antag 1.5, SIRT5 inh -3.4, CASP6 VEID inh 1.2, FN deposit inh 7.8 and S100A4 inh HTS -3.0.
`C/C=C(/C)C(=O)O[C@H]1[C@@H](O)c2c(ccc3ccc(=O)oc23)OC1(C)C` gave LGR2 antag 0.9, esBAF inh -11.2, FN deposit inh -1.3 and Statin myotox sup -0.9.
`Cc1cc(C(=O)N2CCN(Cc3ccc4c(c3)OCO4)CC2)cs1` gave LGR2 antag 4.0, esBAF inh 2.2, SIRT5 inh -0.2, CASP6 VEID inh 11.0, S100A4 inh HTS 1.4 and Statin myotox sup 91.6*.
COc1cc(/C=N/NC(=S)Nc2cccc(S(=O)(=O)N(C)C)c2)cc(OC)c1O was read as LGR2 antag -20.0, esBAF inh -5.4, SIRT5 inh 0.9, CASP6 VEID inh -5.0, FN deposit inh 4.7, S100A4 inh HTS 0.4 and Statin myotox sup 6.1.
Screening C[C@@H]1CN([C@@H](C)CO)C(=O)c2c(c3ccccc3n2C)-c2ccccc2CO[C@@H]1CN(C)S(=O)(=O)c1ccc(F)cc1 returned LGR2 antag 1.8, esBAF inh 5.2, SIRT5 inh 3.0, CASP6 VEID inh 1.2, FN deposit inh -31.3, S100A4 inh HTS 2.6 and Statin myotox sup -9.8.
For COc1ccc(NC(=O)Nc2ccc3c(c2)C(=O)N([C@H](C)CO)C[C@@H](C)[C@@H](CN(C)S(=O)(=O)c2cccs2)O3)cc1 the results were LGR2 antag -0.4, esBAF inh -0.9, SIRT5 inh 5.3, CASP6 VEID inh -0.4 and S100A4 inh HTS -6.7.
Screening COc1cc(CN(C)Cc2nc3cc(C(F)(F)F)ccc3c(=O)[nH]2)ccc1OC(F)F returned LGR2 antag 4.8, esBAF inh -5.5, SIRT5 inh 1.0, CASP6 VEID inh -2.7, FN deposit inh -8.7, S100A4 inh HTS -1.0 and Statin myotox sup 15.8.
CCC(C)(C)n1nnnc1C(c1ccc(C)cc1)N1CCN(C(=O)c2ccco2)CC1 (stereo not given) was read as esBAF inh 3.2, FN deposit inh 2.0 and Statin myotox sup 4.4.
For CCCCNc1c([N+](=O)[O-])c(=O)n(C)c2ccccc12 the results were LGR2 antag -11.4, esBAF inh -3.3, SIRT5 inh 0.4, CASP6 VEID inh 7.8, FN deposit inh -2.9, S100A4 inh HTS 2.4 and Statin myotox sup 3.6.
O=C(CC1NCCc2ccccc21)Nc1ccccc1 (stereo not given) was read as LGR2 antag -80.7, SIRT5 inh -2.4, CASP6 VEID inh -4.4, FN deposit inh 1.8 and S100A4 inh HTS 1.2.
`CCCNCc1cc(OC)c(OCC(=O)Nc2ccccc2)cc1Br` gave LGR2 antag -21.8, esBAF inh 1.0, SIRT5 inh -2.4, CASP6 VEID inh -0.4, S100A4 inh HTS -2.5 and Statin myotox sup 6.2.
For COc1ccc(-c2nn(-c3ccccc3)cc2C(=O)NC2CCC(C)CC2)cc1 (stereo not given) the results were LGR2 antag 15.8, esBAF inh 16.1, SIRT5 inh -2.3, CASP6 VEID inh 1.0, FN deposit inh 1.3, S100A4 inh HTS -0.6 and Statin myotox sup -3.9.
COc1ccc2oc(=O)c(/C(N)=N/NC(=O)c3ccncc3)cc2c1 was read as LGR2 antag 21.6, esBAF inh -4.4, SIRT5 inh -1.1, CASP6 VEID inh 0.0, FN deposit inh -1.2, S100A4 inh HTS -0.6 and Statin myotox sup -4.9.
C[C@@H]1CN([C@H](C)CO)C(=O)c2cccc(NC(=O)Nc3ccccc3)c2O[C@@H]1CN(C)C(=O)Nc1ccc2c(c1)OCO2 was read as LGR2 antag 3.8, esBAF inh 10.5, SIRT5 inh -8.2, CASP6 VEID inh 0.4, S100A4 inh HTS -18.5 and Statin myotox sup 5.1.
Screening O=C(C[C@H]1C[C@H]2c3cc(NC(=O)NC4CCCCC4)ccc3O[C@H]2[C@H](CO)O1)NCc1ccccc1 returned LGR2 antag -9.9, esBAF inh 8.2, SIRT5 inh 3.9, CASP6 VEID inh -0.8, FN deposit inh -6.4, S100A4 inh HTS 5.6 and Statin myotox sup -1.0.
For CCc1noc(C)c1C(=O)NCCc1ccc(Cl)cc1 the results were LGR2 antag 1.7, SIRT5 inh 5.4, CASP6 VEID inh 1.9, FN deposit inh 0.1, S100A4 inh HTS 12.6 and Statin myotox sup -4.5.
For CCN1CCN(C(=O)c2ccc(Cl)c(S(=O)(=O)N3CCCCC3)c2)CC1 the results were LGR2 antag 10.8, esBAF inh -7.6, SIRT5 inh -2.4, CASP6 VEID inh -10.4, S100A4 inh HTS -6.2 and Statin myotox sup 3.7.
Screening CCCCOc1ccc(CN(CCO)CCO)cc1[N+](=O)[O-] returned LGR2 antag -30.7, SIRT5 inh -1.2, CASP6 VEID inh -4.6, FN deposit inh -6.5 and S100A4 inh HTS 1.4.
CC(=O)c1cccc(S(=O)(=O)Nc2cc(C(F)(F)F)ccc2N2CCOCC2)c1 was read as LGR2 antag -6.8, esBAF inh -2.8, SIRT5 inh 3.8, CASP6 VEID inh 3.4, FN deposit inh -5.9, S100A4 inh HTS -6.8 and Statin myotox sup 7.7.
`CCN(CC(=O)NCc1cccs1)C(=O)/C=C/c1cc(OC)ccc1OC` gave LGR2 antag 12.3, esBAF inh -3.7, SIRT5 inh -7.1, CASP6 VEID inh -6.0, S100A4 inh HTS -6.4 and Statin myotox sup 3.8.
For COc1ccc(-c2nc3c(c4nnc(SC(C)C(=O)Nc5ccccc5)n24)COC(C)(C)C3)cc1 (stereo not given) the results were LGR2 antag -6.3, SIRT5 inh -2.1, CASP6 VEID inh 3.8, FN deposit inh 6.6 and S100A4 inh HTS 0.4.
Screening CC(C)(C)c1ccc(S(=O)(=O)N2CCN(c3ccccn3)CC2)cc1 returned LGR2 antag 1.7, esBAF inh 7.2, SIRT5 inh -3.2, CASP6 VEID inh -6.4, FN deposit inh -3.7, S100A4 inh HTS 0.2 and Statin myotox sup 18.3.
`C/C(=N\Nc1nc(Nc2ccccc2)nc(N2CCOCC2)n1)c1cccs1` gave LGR2 antag 5.1, SIRT5 inh -3.3, CASP6 VEID inh -1.4, FN deposit inh 5.1 and S100A4 inh HTS -7.2.
`Cc1ccccc1C(=O)c1c[nH]c(C(=O)NCCc2ccccn2)c1` gave LGR2 antag 6.2, esBAF inh 1.0, SIRT5 inh -5.8, CASP6 VEID inh -3.4, S100A4 inh HTS 1.1 and Statin myotox sup 7.9.
Cc1ccc2cccc(OCCOCCOc3ccccc3Br)c2n1 was read as SIRT5 inh -0.8, CASP6 VEID inh 0.5, FN deposit inh 1.8 and S100A4 inh HTS -3.8.
`C[C@@H]1CN([C@@H](C)CO)C(=O)c2cc(NS(=O)(=O)c3ccc(Cl)cc3)ccc2O[C@@H]1CN(C)C(=O)Nc1ccc2c(c1)OCO2` gave LGR2 antag 7.6, esBAF inh 2.2, SIRT5 inh 4.5, CASP6 VEID inh 1.0, S100A4 inh HTS -10.4 and Statin myotox sup 32.0.
Screening COc1ccc(C(C(=O)NC(C)(C)C)N(Cc2ccc(F)cc2)C(=O)CCC(=O)Nc2cc(C)on2)cc1 (stereo not given) returned LGR2 antag 0.4, esBAF inh -0.2, SIRT5 inh 2.9, CASP6 VEID inh 2.0, FN deposit inh -5.1, S100A4 inh HTS -13.2 and Statin myotox sup -8.5.
`CNc1ccccc1C(=O)OCC(=O)c1ccccc1` gave esBAF inh 58.6*, SIRT5 inh -0.8, CASP6 VEID inh -1.4, S100A4 inh HTS -10.1 and Statin myotox sup -17.1.
C[C@H](CO)N1C[C@H](C)[C@H](CN(C)C)OCCCC[C@H](C)Oc2ccc(NC(=O)Nc3ccccc3)cc2C1=O was read as LGR2 antag -11.6, esBAF inh 3.9 and Statin myotox sup 0.5.
`CC[C@H](C)[C@@H](N)C(=O)NC[C@H]1O[C@@H](n2cnc3c(=O)[nH]c(N)nc32)[C@H](O)[C@@H]1O` gave esBAF inh 10.1, SIRT5 inh -2.3, CASP6 VEID inh 1.5, FN deposit inh -12.7, S100A4 inh HTS 3.7 and Statin myotox sup -1.5.
`CC(NC(=O)C(C)N1C(=O)C2C3CC(C(Br)C3Br)C2C1=O)c1ccccc1` (stereo not given) gave LGR2 antag -2.3, SIRT5 inh -0.9, CASP6 VEID inh 8.0, FN deposit inh -2.3 and S100A4 inh HTS 2.3.
CC(=O)N(C)c1nnc(-c2ccccn2)s1 was read as LGR2 antag -21.4, esBAF inh 35.2 and Statin myotox sup -17.3.
O=C(N/N=C/c1ccc(N2CCOCC2)c([N+](=O)[O-])c1)c1ccc(F)cc1 was read as esBAF inh 7.9, FN deposit inh 3.2 and Statin myotox sup -13.5.
CCN1CCN(C(=O)CS(=O)(=O)Cc2nc(-c3cccc(OC)c3)oc2C)CC1 was read as LGR2 antag 18.4, SIRT5 inh -0.9, CASP6 VEID inh -2.0, FN deposit inh 9.9 and S100A4 inh HTS -0.1.
For c1ccc(-c2noc(CN3CCCC(OCc4ccccn4)C3)n2)cc1 (stereo not given) the results were LGR2 antag -1.2, esBAF inh -4.0, CASP6 VEID inh -1.0, FN deposit inh 3.6, S100A4 inh HTS 0.5 and Statin myotox sup -17.4.
Screening CCCCN(C(=O)C1=CC=CN2CCS(=O)(=O)N=C12)c1ccccc1 returned LGR2 antag -2.4, esBAF inh 1.6, SIRT5 inh -1.0, CASP6 VEID inh 0.7, FN deposit inh -5.4, S100A4 inh HTS 7.5 and Statin myotox sup -9.4.
COc1ccccc1CNC(=O)CNC(=O)[C@@H]1Cc2ccccc2CN1 was read as LGR2 antag -4.2, esBAF inh -2.5, SIRT5 inh -1.6, CASP6 VEID inh 7.2, FN deposit inh -0.9, S100A4 inh HTS -4.9 and Statin myotox sup 3.8.
For CC1=CC(=O)O[C@@H]1[C@@]1(C)C[C@H]2OC(=O)C[C@H]3[C@@H](C)C(=O)C(O)=C1[C@@]23CO the results were esBAF inh -4.8, SIRT5 inh 0.5, CASP6 VEID inh 6.4, S100A4 inh HTS 3.8 and Statin myotox sup -1.5.

These rows are one share of the data. The share of hits here may be higher or lower than overall.
